Assay outcomes deposited in PubChem BioAssay by several laboratories.
DPM-DC inhibit – S. pneumoniae DPM-DC inhibitors, primary screen, biochemical, PK/LDH-coupled NADH fluorescence; diphosphomevalonate decarboxylase (Streptococcus pneumoniae D39); purified DPM-DC; calls only at 10 µM; hit rate 0.49% among 65,000; AID 556, 2006;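 active means the 320 compounds with the highest percent inhibition in the single-dose primary screen, excluding strongly autofluorescent ones, cut at about 32% in these data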;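 further: kinetic rate of NADH fluorescence loss reporting ADP formed by the decarboxylase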
Alkaline phosphatase – human TNAP enzyme inhibitors, biochemical, luminescent (AID 518); purified TNAP enzyme, luminescent substrate readout; higher % means a stronger effect; Alkaline phosphatase, tissue-nonspecific isozyme (Homo sapiens); inhibition, % at 20 µM, or IC50 in µM where a hit was titrated; hit rate 0.09% among 64,000; in the data active means a potency from the dose series; inactive means the rest, 99 in 100 with inhibition below about 22%;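 further: plate controls were vehicle for no effect and reference inhibitor for full effect; many of its hits are not listed in these tables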
Bfl-1 inhibitors – Bfl-1 inhibitors, primary screen, biochemical, fluorescence polarization, FITC-Bid, mouse (AID 432); Bcl-2-related protein A1 (Mus musculus); FITC-Bid BH3 peptide fluorescence polarization displacement; higher % means a stronger effect; one-dose displacement, % at 20 µM; IC50 in µM for titrated hits; hit rate 0.02% among 64,000; in the data active means a potency from the dose series; inactive means the rest, 99 in 100 with displacement below about 15%; further: strong numbers were not always called active
LYP inhibition – LYP phosphatase inhibitors, primary screen, biochemical, DiFMUP fluorescence, recombinant catalytic domain, 10 µM (AID 606); recombinant LYP catalytic domain, DiFMUP fluorescence; higher % means a stronger effect; inhibition, % at 10 µM; hits with a dose series show IC50 in µM; 52,000 tested, under 10 active;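 active means IC50 under 40 µM in the dose-response test; inactive means IC50 of 40 µM or more, or never dose-tested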
HT1080 viability – cytotoxicity in HT1080 fibrosarcoma cells, cell-based, fluorescence readout (AID 620); HT1080 viability, fluorescence; higher % means a stronger effect; cytotoxicity, % at 10 µM, or EC50 in µM where a hit was titrated; hit rate 0.42% among 87,000;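 further: cells exposed to compound overnight then 4 h with Alamar Blue; 0% = vehicle DMSO and 100% = killing control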
PMK inhibit – S. pneumoniae PMK inhibitors, primary screen, biochemical, mevalonate pathway, pilot trial included | purified PMK, PK/LDH-coupled NADH absorbance 340 nm | AID 539, 2006 | phosphomevalonate kinase (Streptococcus pneumoniae D39) | hit rate 0.49% among 65,000 | inhibition, % at 10 µM;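 active means top-ranked compounds by inhibition in the single 10 µM screen, taking a fixed number of the strongest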;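 further: 0% = full reaction with DMSO carrier and 100% = background rate without enzyme reaction; no value below 0 was filed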
HPDE-C7 cytotoxicity – cytotoxicity in HPDE-C7 cells, cell-based, fluorescence, HTS (AID 430). HPDE-C7 pancreatic duct cells viability, fluorescence; higher % means a stronger effect. cytotoxicity, % at 10 µM, or EC50 in µM where a hit was titrated. hit rate 1.8% among 63,000;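 further: cells exposed to compound for 48 hours before viability readout; 0% = vehicle and 100% = reference cytotoxic drug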
KRASV12 cytotoxicity – cytotoxicity in KRAS-transformed pancreatic duct cells, primary screen, cell-based, fluorescence, HTS (AID 431); HPDE-C7K KRASV12 cells, Alamar Blue viability, 48 h; higher % means a stronger effect; hit rate 1.7% among 63,000; cytotoxicity, % at 10 µM, or EC50 in µM where a hit was titrated;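 active means compounds whose percent cytotoxicity in the single-dose primary screen, scaled between solvent and toxic-drug controls, exceeds 50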;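 further: 0% = DMSO solvent wells and 100% = doxorubicin-treated wells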
MK inhibit – S. pneumoniae MK inhibitors, primary screen, biochemical, PK/LDH-coupled NADH absorbance; mevalonate kinase [Streptococcus pneumoniae D39]; purified MK, PK/LDH-coupled NADH absorbance 340 nm; inhibition, % at 10 µM; hit rate 0.48% among 65,000;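 active means ranked among the strongest by inhibition in the single 10 µM screen, a fixed top-ranked set picked for dose follow-up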; further: no value below 0 was filed
PMK inhibit pilot replicates – further read-out of PMK inhibit, marked with its call; inhibition, %; measured here: pilot screen replicates
MK inhibit pilot replicates – recorded beside MK inhibit, whose call it bears; inhibition, %; measured here: pilot screen replicates
DPM-DC inhibit pilot screen % – further read-out of DPM-DC inhibit, marked with its call; inhibition, %; measured here: pilot screen trials
Numbers without * were called inactive; i = inactive; · = not tested or not shown. Unless noted, no stated cut-off is given here; in the data, active means cytotoxicity above about 50%; inactive means the rest. No enrichment for hits; any-hit rate near 3.3%.

SMILES	DPM-DC inhibit	Alkaline phosphatase	Bfl-1 inhibitors	LYP inhibition	HT1080 viability	PMK inhibit	HPDE-C7 cytotoxicity	KRASV12 cytotoxicity	MK inhibit	others
CC(=O)N(CCCN(C)C)CCC(C)CCC=C(C)C (stereo not drawn)	i	8%	-6%	17%	-10%	9	·	·	12
CCOC(=O)N1CCN(C(=O)CCCn2nc(C)c3sc4ccccc4c3c2=O)CC1	i	6%	-1%	-1%	4%	11	-4%	-2%	0
Cc1cc2oc(C(=O)Nc3cccnc3)c(C)c2cc1C	i	9%	1%	1%	1%	12	-14%	-5%	9
O=C(Cn1c(NCCCO)nc2ccccc21)c1ccco1	i	12%	-3%	·	-2%	9	-8%	-13%	7
COc1cccc(N2C(N)=NC(N)=NC2(C)C)c1	i	6%	-16%	7%	13%	10	-19%	-3%	1
CC1=C(C(=O)Nc2cc(-c3cccc(F)c3)[nH]n2)C2(CCCCC2)OC1=O	i	23%	1%	-1%	0%	0	15%	3%	8
CCNc1nc(NC(C)C)nc(Oc2ccc(OCCOc3ccc(C)cc3)nn2)n1	i	13%	-9%	-2%	5%	0	11%	3%	0
CCOc1ccccc1N(CC(=O)N1CCCCCC1)S(C)(=O)=O	i	-4%	2%	·	13%	3	6%	-7%	6	PMK inhibit pilot replicates=3.0;MK inhibit pilot replicates=3.5;DPM-DC inhibit pilot screen %=3.0
Cc1cc(C)cc(OCC(=O)Nc2ccc(N3CCN(S(C)(=O)=O)CC3)cc2)c1	i	12%	10%	·	-14%	15	-17%	-14%	9
Cc1ccc(S(=O)(=O)N2CCC(C(=O)N[C@@H](C)C(=O)NCCc3ccccc3)CC2)cc1	i	8%	-4%	1%	-2%	3	-12%	-10%	7
c1ccc(-c2nc(-c3ccco3)cs2)nc1	·	6%	-6%	·	5%	17	-9%	-2%	9
O=c1[nH]ncc2c3ccccc3n(Cc3ccccc3F)c12	i	2%	-3%	9%	4%	14	-10%	-3%	9
COCCN(C(=O)Cc1cccs1)c1nnc(-c2ccncc2)s1	i	3%	-12%	·	-4%	0	-23%	-17%	0
COc1cccc(N2CCN(C(=O)C3CCCN(S(=O)(=O)c4cnc[nH]4)C3)CC2)c1 (stereo not drawn)	i	15%	-2%	0%	1%	3	-13%	5%	8
COC(=O)c1ccc(CSc2nc(N3CCOCC3)c3c(c2C#N)CC(C)(C)OC3)o1	i	18%	-6%	-5%	1%	0	17%	5%	8
CCN(CC)S(=O)(=O)c1ccc(C(=O)C(C#N)c2ccccn2)cc1 (stereo not drawn)	i	6%	-3%	·	4%	17	0%	-6%	5
COc1ccc2c(c1)C(C)=CC(C)(C)N2C(=O)C(C)N1C(=O)c2ccccc2C1=O (stereo not drawn)	i	17%	-2%	7%	8%	15	2%	-6%	4	PMK inhibit pilot replicates=2.5;MK inhibit pilot replicates=0.0;DPM-DC inhibit pilot screen %=1.5
CCOc1ccc(NC(=O)c2ccccc2NC(=O)CN2CCN(C(C)=O)CC2)cc1	i	-4%	-2%	4%	9%	16	-1%	-15%	8
CCOC(=O)Nc1cc2c(C)cc(=O)oc2cc1C	i	8%	-8%	·	5%	9	1%	6%	7
COc1ccccc1N1CCN(S(=O)(=O)c2ccccc2F)CC1	i	12%	-4%	9%	4%	2	-13%	-12%	11
O=P(c1ccccc1)(c1ccccc1)C(c1ccco1)N1CCOCC1 (stereo not drawn)	i	4%	-2%	4%	-6%	14	-6%	-1%	0
CC(=O)OC(C)C[N+](C)(C)C (stereo not drawn)	i	16%	-5%	23%	27%	1	-14%	-4%	4	PMK inhibit pilot replicates=2.0;MK inhibit pilot replicates=0.0;DPM-DC inhibit pilot screen %=0.5
Cc1ccc(-c2nnc(SCC(=O)Nc3ccc(S(=O)(=O)N4CCCCCC4)cc3)o2)cc1	i	2%	-13%	-13%	-4%	14	-2%	12%	13
CC(C)C12CN3CC(C(C)C)(CN(C1)C31C(=O)Nc3ccccc31)C2=O (stereo not drawn)	i	14%	1%	0%	-7%	14	-8%	-2%	5
COc1ccc(C2=NOC(C(=O)NCc3ccc(F)cc3)C2)cc1OC (stereo not drawn)	i	8%	-16%	6%	57%*	15	55%*	59%*	9	PMK inhibit pilot replicates=2.0;MK inhibit pilot replicates=4.5;DPM-DC inhibit pilot screen %=0.5
Cc1cc(C)c(S(=O)(=O)N(C)Cc2cnn(C)c2)c(C)c1	i	7%	-2%	8%	10%	4	-11%	-1%	5
Cc1nnc(SCC(=O)Nc2nc3c(s2)CC(C)CC3)s1 (stereo not drawn)	i	7%	0%	1%	-1%	11	1%	4%	8
O=c1cc2n(c(=O)[nH]1)CCC1=C2CCCC1	i	3%	-1%	·	31%	2	-28%	-20%	3
Cc1ccc(Cn2c(Sc3nnc(C)s3)nc3c2c(=O)[nH]c(=O)n3C)cc1	i	14%	-4%	4%	7%	0	0%	-12%	3
CCOC(=O)C1=C(C)NC(C)=C(C(=O)OCC)C1C1=COCCO1	i	10%	1%	7%	-6%	7	-5%	-9%	8
CCOC(=O)C1=C(C)Nc2ccccc2N=C1NC(=O)CCCN1C(=O)c2ccccc2C1=O	i	2%	-2%	-38%	-2%	27*	-6%	-2%	2
COc1ccc(-c2nc(-c3ccc(Br)o3)no2)cc1OC	i	6%	0%	7%	3%	0	-31%	-24%	6
Cc1cc(=O)[nH]c2c(C)c(N)ccc12	·	3%	-2%	·	12%	13	-18%	-1%	10
Cc1ccccc1OCCCN1CCCC1	i	11%	-3%	·	3%	0	-1%	-2%	43*
CCC(=O)Nc1c2c(nn1-c1ccc(F)cc1)CS(=O)C2 (stereo not drawn)	i	3%	5%	11%	10%	0	5%	6%	2
CC(=O)NC1(C(F)(F)F)C(=O)Nc2c1c(=O)n(C)c(=O)n2C (stereo not drawn)	i	-1%	0%	2%	-12%	0	5%	-9%	3
CCOC(=O)C1CCN(C(=O)c2cc3c(-c4ccc(OC)c(OC)c4)nn(C)c3s2)CC1	i	5%	1%	-2%	0%	0	-2%	5%	7
CSc1nnc2n(C3CCCCC3)c(=O)c3c4c(sc3n12)CCCC4	i	2%	14%	·	-18%	7	2%	0%	0
COC(=O)c1[nH]c2cc(OC)ccc2c1NC(=O)CCN1CCCCC1	i	13%	4%	8%	1%	8	-8%	1%	7	PMK inhibit pilot replicates=3.5;MK inhibit pilot replicates=4.0;DPM-DC inhibit pilot screen %=3.0
O=c1[nH]c2c(n(C3CCCCC3)c1=O)CCC2	i	14%	-7%	12%	16%	14	2%	-16%	7
CSC1=NCCN1C(=O)c1ccc(S(=O)(=O)N2CCCCC2)cc1	i	3%	2%	9%	-4%	0	-17%	-6%	7
CC1c2nc3ccccc3n2C(CC(=O)NCc2ccccn2)C(=O)N1Cc1ccccc1 (stereo not drawn)	i	12%	10%	·	·	6	-24%	-12%	6	PMK inhibit pilot replicates=1.0;MK inhibit pilot replicates=0.0;DPM-DC inhibit pilot screen %=0.0
COc1ccc2[nH]c3c(c2c1)CCn1c-3nc2ccccc2c1=O	·	6%	-2%	14%	0%	0	-10%	-8%	9
Cn1nc(C(=O)Nc2cccnc2)c2ccccc2c1=O	i	12%	-9%	-9%	8%	2	-17%	-26%	16
CCCCSc1nc2c(c(=O)[nH]1)CCC2	i	6%	3%	-6%	-5%	9	-3%	-4%	7
O=C(COc1ccc(Cl)cc1)NCc1nnc(SCC(=O)NC2CCCCC2)o1	i	3%	-5%	16%	-2%	9	-14%	-2%	0
CCOC(=O)c1nnn(-c2nonc2N)c1CNc1ccc(C)c(Br)c1	i	0%	-2%	3%	-2%	5	10%	11%	0
Cc1ccc2c(CC(=O)Nc3c(C)n(C)n(-c4ccccc4)c3=O)coc2c1	i	7%	-3%	11%	-2%	17	3%	4%	0
O=C(CSc1nnc(-c2cccs2)n1-c1ccccc1)c1ccc2c(c1)OCCO2	i	5%	-5%	3%	3%	17	11%	20%	3
COc1ccc(OC)c(S(=O)(=O)NC2CCN(Cc3ccccc3)CC2)c1	i	7%	3%	7%	9%	1	-9%	0%	6
CCC1Oc2ccc(C)cc2N(CC(=O)NCCCN2CCCCC2CC)C1=O (stereo not drawn)	i	9%	-4%	15%	-2%	14	2%	10%	3	PMK inhibit pilot replicates=5.0;MK inhibit pilot replicates=2.0;DPM-DC inhibit pilot screen %=0.0
Cc1c(NC(=O)C(C#N)=C2CCCCC2)c(=O)n(-c2ccccc2)n1C	i	3%	1%	·	-4%	12	6%	0%	0
O=C(Nc1c(C(=O)N2CCCCC2)cnn1-c1ccccc1)c1ccco1	i	4%	-3%	-1%	4%	1	-10%	-4%	2
CCC1Oc2ccc(C)cc2N(CC(=O)NCCCN2CCN(Cc3ccccc3)CC2)C1=O (stereo not drawn)	i	3%	-4%	8%	6%	17	-5%	-11%	0
Cc1cc(NC(=O)CN2CCN(c3ccccc3O)CC2)no1	i	2%	2%	·	-7%	12	-8%	-4%	9
Cc1ccc(NC(=O)c2ccccc2O)cc1	i	10%	0%	5%	-3%	0	8%	8%	0	PMK inhibit pilot replicates=0.0;MK inhibit pilot replicates=0.0;DPM-DC inhibit pilot screen %=3.5
COc1ccc(C(c2nnnn2C2CCCC2)N2CCc3ccccc3C2)cc1OC (stereo not drawn)	i	7%	-2%	8%	7%	16	0%	8%	0
CCc1ccc(Nc2oc(C)cc(=O)c2C(C)=O)cc1	i	6%	-7%	10%	8%	5	-3%	1%	0
Cc1cc(Nc2cccc(C(F)(F)F)c2)n2nc(C)nc2n1	i	-1%	-10%	8%	12%	21	-14%	-3%	0
CC1(C)Cc2c(sc(NC(=O)c3ccc(Br)o3)c2C#N)CO1	i	6%	-3%	·	-20%	3	12%	9%	2
COc1ccccc1CNCc1cccs1	i	3%	-1%	13%	-8%	12	1%	-1%	0

Sorted by SMILES length (lowest first): part of the list above
SMILES	DPM-DC inhibit	Alkaline phosphatase	Bfl-1 inhibitors	LYP inhibition	HT1080 viability	PMK inhibit	HPDE-C7 cytotoxicity	KRASV12 cytotoxicity	MK inhibit	others
COc1ccccc1CNCc1cccs1	i	3%	-1%	13%	-8%	12	1%	-1%	0
O=C(Nc1c(C(=O)N2CCCCC2)cnn1-c1ccccc1)c1ccco1	i	4%	-3%	-1%	4%	1	-10%	-4%	2
CCC1Oc2ccc(C)cc2N(CC(=O)NCCCN2CCN(Cc3ccccc3)CC2)C1=O (stereo not drawn)	i	3%	-4%	8%	6%	17	-5%	-11%	0
